Screening data as filed in PubChem BioAssay.
KCNQ1 block – inhibitors of human KCNQ1 channel, primary screen, cell-based, thallium flux, high-throughput. AID 2642, 2010. hit rate 1.3% among 310,000. CHO-K1 KCNQ1, FluxOR thallium flux fluorescence; hits give high values. B-score at 10 µM. Potassium voltage-gated channel subfamily KQT member 1 (Homo sapiens), P51787;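 active = compounds whose thallium flux B-score, printed positive for inhibition, exceeds three library SD while starting fluorescence stays within three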;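 also: channel opened by potassium depolarization with thallium stimulus after 20 min compound exposure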
MrgX1 PAM – positive allosteric modulators of MrgX1, primary screen, HEK293 cells, Fluo-4 calcium flux; Mas-related G-protein coupled receptor member X1 (Homo sapiens), Q96LB2; FDSS; hits give high values; B-score at 10 µM; hit rate 0.63% among 310,000; AID 588675, 2011;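 active = plate-corrected calcium response at least 3 library SD above typical, normal starting fluorescence, not activating the receptor alone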;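 also: compound read alongside a low EC10 to EC30 dose of BAM8-22 agonist; peak minus trough fluorescence over baseline measured at the second addition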
Target sequence (Q96LB2 whole entry, looked up): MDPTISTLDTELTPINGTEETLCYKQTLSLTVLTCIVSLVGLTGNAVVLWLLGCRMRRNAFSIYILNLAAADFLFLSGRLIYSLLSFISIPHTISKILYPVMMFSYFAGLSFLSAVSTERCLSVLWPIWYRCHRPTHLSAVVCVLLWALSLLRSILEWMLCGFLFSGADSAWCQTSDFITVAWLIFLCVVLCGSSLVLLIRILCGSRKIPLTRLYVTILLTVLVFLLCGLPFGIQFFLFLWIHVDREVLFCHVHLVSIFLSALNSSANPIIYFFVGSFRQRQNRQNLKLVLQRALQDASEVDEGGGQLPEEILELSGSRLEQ
hERG protect – hERG rescue from dofetilide block, primary screen, cell-based, CHO-hERG, FluxOR thallium flux, dofetilide IC70; activation (rescue from dofetilide block), less the hit threshold, % at 10 µM; dofetilide IC70 present; hit rate 0.51% among 310,000; AID 1511, 2009;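 active = activation above the mean of controls blocked by dofetilide plus 5 SD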;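 also: thallium influx through hERG after potassium depolarization seen as dye fluorescence rise; in these data hits start at about 4.7%; inactives centre near -7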
TMEM16A act – TMEM16A chloride channel activators or potentiators, primary screen, cell-based, HTS; HEK293 TMEM16A/YFP-H148Q/I152L, iodide quench fluorescence; hits give low values; B-score at 10 µM; hit rate 0.3% among 340,000; Anoctamin-1 (Mus musculus), Q8BHY3;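 active = fluorescence-ratio B-score plate-corrected deviation score at least 3 library SD below zero, with starting fluorescence score within 5 deviations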;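 also: channel opened by trigger with iodide after compound preincubation; score built on the fluorescence ratio of max minus min over baseline; more negative score means more quench and so TMEM16A activation or potentiation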
KCNK9 inh – KCNK9 potassium channel inhibitors, primary screen, HEK293 cells, thallium flux. B-score at 10 µM. AID 488922, 2010. hit rate 1.2% among 310,000. FluxOR thallium flux fluorescence; hits give low values. Potassium channel subfamily K member 9 (Homo sapiens), Q9NPC2;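 active = ratio B-score over 3 SD below the library mean, with starting fluorescence within 5 SD of its mean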;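 also: negative B-score means less thallium flux so channel inhibition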
Target sequence (Q9NPC2 whole entry, looked up): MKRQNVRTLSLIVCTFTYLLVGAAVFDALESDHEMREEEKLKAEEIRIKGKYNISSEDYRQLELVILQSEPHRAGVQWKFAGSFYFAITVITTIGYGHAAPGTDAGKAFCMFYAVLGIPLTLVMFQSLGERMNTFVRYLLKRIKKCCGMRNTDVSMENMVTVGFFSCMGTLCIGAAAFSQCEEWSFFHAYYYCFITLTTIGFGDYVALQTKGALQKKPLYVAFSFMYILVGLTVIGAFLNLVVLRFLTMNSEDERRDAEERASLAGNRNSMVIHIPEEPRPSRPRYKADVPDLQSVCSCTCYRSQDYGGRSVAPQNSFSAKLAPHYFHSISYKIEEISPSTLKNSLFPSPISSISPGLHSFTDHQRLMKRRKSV
TMEM16A inh – TMEM16A chloride channel inhibitors, primary screen, cell-based, HTS; HEK293 TMEM16A/YFP iodide influx fluorescence, ionomycin; AID 588511, 2011; hit rate 1.2% among 310,000; normalized B-score (activity score, 25-100; higher = stronger inhibition) at 10 µM; Anoctamin-1 (Mus musculus), Q8BHY3;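 active = ratio plate-corrected score three or more library SD toward inhibition, starting fluorescence score within five deviations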;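 also: score derived from kinetic fluorescence span divided by baseline fluorescence per well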
RGS4 block – RGS4 inhibitors, primary screen, cell-based, HEK293 M3R inducible RGS4, calcium flux; Regulator of G-protein signaling 4 (Homo sapiens), P49798; AID 463165, 2010; hit rate 0.45% among 310,000; Fluo-4 calcium flux; hits give high values; triggered by carbachol at its EC20; B-score at 10 µM;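 active = B-score, a plate-corrected calcium signal, over three deviations above library mean, with baseline fluorescence within five deviations of library mean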;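 also: RGS4 expression induced by doxycycline in cells with stable M3 receptor; B-score is computed from the integrated fluorescence ratio over baseline after carbachol; higher B-score means a larger calcium signal and so more RGS4 inhibition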
Target sequence (P49798 whole entry, looked up): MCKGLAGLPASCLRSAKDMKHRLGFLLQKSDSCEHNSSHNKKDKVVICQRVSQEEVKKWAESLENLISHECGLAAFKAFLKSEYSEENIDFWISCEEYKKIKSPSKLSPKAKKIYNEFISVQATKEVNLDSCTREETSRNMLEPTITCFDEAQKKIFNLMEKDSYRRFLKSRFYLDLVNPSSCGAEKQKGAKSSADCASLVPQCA
KCNQ1 pot – potentiators or activators of KCNQ1 channel, primary screen, cell-based, thallium flux, high-throughput | hit rate 0.35% among 310,000 | Potassium voltage-gated channel subfamily KQT member 1 (Homo sapiens), P51787 | B-score at 10 µM | CHO-K1 KCNQ1, thallium flux FluxOR fluorescence; hits give high values | AID 2648, 2010;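 active = fluorescence ratio B-score, a plate-corrected score, at least three library SD, with initial intensity B-score within 5 SD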
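Doses: Single concentration per compound, DMSO matched to controls | Test system: KCNQ1-transfected CHO-K1 cells | Timing: 90 min dye loading and 20 min compound exposure, both at room temperature | Measured by: Kinetic FluxOR thallium fluorescence, 10-s 1-Hz baseline, 110-s post-stimulus read | Medium: Assay buffer with matched DMSO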
MrgX1 agonist – agonists of human MrgX1 receptor, primary screen, HEK293 cells, Fluo-4 calcium flux; B-score at 10 µM; Mas-related G-protein coupled receptor member X1 (Homo sapiens), Q96LB2; AID 588627, 2011; hit rate 0.44% among 310,000; Fluo-4 calcium fluorescence, agonist mode; hits give high values;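 active = calcium response B-score plate-corrected fluorescence ratio at least 3 library SD, with starting fluorescence B-score inside 5 SD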
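Assay system: MrgX1-expressing HEK293 cells / Amount: fifteen thousand cells per well / Doses: test compound in the initial addition of three / Timing: cells plated overnight, dye loaded 0.5 h 37 °C, 0.5 h room temperature / Technique: kinetic calcium dye fluorescence, Fluo-4 NW / Control set: positive and negative controls per plate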
RGS4 pot – RGS4 potentiators or activators, primary screen, cell-based, HEK293 M3R inducible RGS4, calcium flux. carbachol calcium flux Fluo4; hits give low values. B-score at 10 µM. hit rate 0.92% among 310,000. AID 463111, 2010;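 active = B-score of the integrated calcium signal more than 4 SD below the library mean, with starting fluorescence not abnormally high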;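 also: negative B-score means reduced calcium response which marks RGS4 activation or potentiation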
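test system = HEK293 cells with stable M3R and inducible RGS4 | schedule = recording 10 s baseline at 1 Hz, 100 s post-agonist | technique = Fluo4-AM (2 µM) calcium-flux fluorescence, kinetic read | measure = Agonist-evoked peak-minus-minimum fluorescence over baseline, integrated ratio, B score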
KCNK3 block – human KCNK3 channel inhibitors, primary screen, CHO cells, FluxOR thallium flux, B-score. Potassium channel subfamily K member 3 (Homo sapiens), O14649. B-score at 10 µM. FluxOR fluorescence; hits give low values. AID 602410, 2012. hit rate 0.84% among 340,000;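 active = B-score under library mean minus 4 SD, starting fluorescence ratio at most library mean plus 5 SD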;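 also: more negative B-score means stronger inhibition of thallium flux through KCNK3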
* hit, by the source's call; i = inactive; . = no result given. Outcome played no part in choosing rows; about 6.3% have a hit in one of these screens.

SMILES | KCNQ1 block | MrgX1 PAM | hERG protect | TMEM16A act | KCNK9 inh | TMEM16A inh | RGS4 block | KCNQ1 pot | MrgX1 agonist | RGS4 pot | KCNK3 block
O=[N+]([O-])c1ccc(NC(=S)NCCc2ccc(F)cc2)cc1 | 6* | i | -49 | -4.9* | i | 100* | i | i | 30* | i | i
CCCNC(=O)NC(C)C12CC3CC(CC(C3)C1)C2 (centres undefined) | i | i | -6 | i | i | i | i | i | i | i | i
COCCN(CCOC)c1nc(-c2ccc(C)cc2)nc2ccccc12 | i | i | -14 | i | i | i | i | i | i | i | -12*
COc1cccc(C(c2c(C)[nH]n(-c3ccccc3)c2=O)c2c(C)[nH]n(-c3ccccc3)c2=O)c1OC | i | i | -6 | i | i | i | i | i | i | i | i
Cn1c(C(=O)OC(C(=O)NC2CCCCC2)c2ccncc2)cc2sccc21 (centres undefined) | i | i | -10 | i | i | i | i | i | i | i | i
O=C(CCCSc1nc2ccccc2[nH]1)N1CCN(c2ccccc2)CC1 | i | i | -10 | i | i | i | i | i | i | i | i
CCc1cccc(CC)c1NC(=S)NCC(c1cccnc1)N(C)C (centres undefined) | i | i | -6 | i | i | i | i | i | i | i | i
COc1ccc(Cl)cc1NC(=S)N1CCC(c2ccc(C)cc2)C1 (centres undefined) | i | i | -13 | i | i | i | i | i | i | i | i
CC(C)Cn1c(CN(Cc2ccccc2)Cc2ccccc2)nc2c1c(=O)n(C)c(=O)n2C | . | i | . | i | . | i | . | . | i | . | i
Nc1n[nH]c2cc(=O)n(-c3cccc(C(F)(F)F)c3)nc12 | i | i | -15 | i | i | i | i | i | i | i | i
CCCCn1c(N)c(N(CCOC)C(=O)CCCc2nc3ccccc3s2)c(=O)[nH]c1=O | i | i | -2 | i | i | i | i | i | i | i | i
COC(=O)c1ccc(NCC(=O)N2CCCCCC2)cc1 | i | i | -3 | . | i | i | i | i | i | i | .
Cc1nn(CC(=O)NCc2cc3ccccc3[nH]2)c(C)c1[N+](=O)[O-] | i | i | -6 | i | i | i | i | i | i | i | i
Cn1c(NCc2ccccc2)nc2c1c(=O)n(Cc1ccc(Br)cc1)c(=O)n2C | i | i | -9 | i | i | i | i | i | i | i | i
COc1ccc(S(=O)(=O)NN=C2CCCCC2)cc1 | i | i | -8 | i | i | i | i | i | i | i | i
COc1ccc(C)cc1Nc1nc(C)nc2sc(C)cc12 | i | i | -6 | i | i | i | i | i | i | i | i
COc1ccc(OC)c(Nc2nc3ccccc3n3cnnc23)c1 | i | 9.9* | -9 | i | i | i | i | i | i | i | i
CC(C)N(Cc1nc(-c2ccc3c(c2)OCO3)no1)CC1CCC(=O)N1 (centres undefined) | i | i | -12 | i | i | i | i | i | i | i | i
CSc1ccccc1NC(=S)NC1CCCCC1 | i | i | -6 | i | i | i | i | i | i | i | i
O=C(CN1CCN(Cc2ccccc2)CC1)NCCNc1ccc([N+](=O)[O-])cn1 | i | i | -9 | i | i | i | i | i | i | i | i
NC(N)=NCCCC(NC(=O)c1ccccc1)C(=O)Nc1ccc2ccccc2c1 (centres undefined) | . | i | . | i | . | i | . | . | i | . | i
CCOc1ccc2oc(C(=O)NCC(C)(C)CN(C)C)c(C)c2c1 | i | i | -8 | i | i | i | i | i | i | i | i
COc1ccc(Cn2c(-c3ccc(C)cc3)nc3c(c(=O)c4ccccc4n3C)c2=O)cc1 | i | i | -5 | i | i | i | i | i | i | i | i
O=C(CN1C(=O)c2ccccc2S1(=O)=O)NCc1ccco1 | i | i | -6 | i | i | i | i | i | i | i | i
Cc1ccc(-n2c(SCC(=O)OC(C)C)nnc2-c2cnccn2)cc1 | i | i | -2 | i | i | i | i | i | i | i | i
COc1ccc2c(c1)cc(C(=O)N[C@@H](Cc1ccccc1)C(=O)N[C@@H](C)C(=O)O)n2C | i | i | -3 | i | i | i | i | i | i | i | i
CCCCC(=O)Nc1cccc(-c2csc(-c3ccccc3)n2)c1 | 9* | i | -12 | i | -10* | i | i | i | i | i | -10*
C=CCn1c(C)cc(C(=O)CN2C(=O)c3ccccc3C2=O)c1C | i | i | 0 | i | i | i | i | i | i | i | i
COc1ccc(OCC(=O)NCCc2c[nH]c3ccccc23)cc1 | i | i | 1 | i | i | i | i | i | i | i | i
CCCNC(=O)c1ccccc1NC(=O)c1ccccc1SC | i | i | -12 | i | i | i | i | i | i | i | i
COc1cc(CN2CC(=O)N(c3ccc(C)cc3)C2=S)cc(OC)c1OC | i | i | -7 | i | i | i | i | i | i | i | i
CN1C(=O)NC(c2cccc(O)c2)C(C(=O)c2cccs2)C1(O)C(F)(F)F (centres undefined) | i | i | -3 | i | i | i | i | i | i | i | i
CN(C)CCCC(C)(O)C(C)(C)c1ccccc1 (centres undefined) | i | i | -2 | i | i | i | i | i | i | i | i
c1ccc(CSc2nnc(Cc3ccccn3)o2)cc1 | i | i | -18 | i | i | i | i | i | i | i | i
CCC(=O)Nc1ccc(S(=O)(=O)c2ccc(NC(=O)CC)cc2)cc1 | i | i | -7 | i | i | i | i | i | i | i | i
Cc1cc(Br)ccc1SCC(=O)OCC(=O)NC1CCCC1 | i | i | -3 | i | i | i | i | i | i | i | i
COc1cccc(C=N[C@@H](CO)[C@@H](O)c2ccc([N+](=O)[O-])cc2)c1O | i | i | -7 | i | i | i | i | i | i | i | i
CCC(=NC)C1=C(O)CC(c2ccccc2)CC1=O (centres undefined) | i | i | -6 | i | i | i | i | i | i | i | i
Cn1cccc1-c1nc2ccc(NC(=O)c3ccc([N+](=O)[O-])cc3)cc2[nH]1 | i | i | -15 | i | i | i | i | i | i | i | i
Cc1ccc(CC(=O)Nc2ccccc2-c2ccccc2)cc1C | i | 21* | -7 | i | i | i | i | i | i | i | i
O=C(NCc1ccco1)C(=O)NCC(c1ccco1)N1CCOCC1 (centres undefined) | i | i | -8 | i | i | i | i | i | i | i | i
Cc1ccccc1CNC(=O)c1ccccc1N(C)S(=O)(=O)c1ccccc1 | i | i | -7 | i | i | i | i | i | i | i | i
N/C(=N/OC(=O)c1ccccc1Cl)c1ncc([N+](=O)[O-])s1 | i | i | -8 | i | i | i | i | i | i | i | i
CC(/C=C/c1ccc2c(c1)OCO2)=N/NC(=O)c1cccnc1 | i | i | -10 | i | i | i | i | i | i | i | i
CC(C)OCCCNC(=O)CN1C(=O)CSc2ccc(S(=O)(=O)N3CCCCC3)cc21 | i | i | -4 | i | i | i | i | i | i | i | i
Cc1cc(OCC(=O)NC(C)C)cc(C)c1Cl | i | i | -18 | i | i | i | i | i | i | i | i
CC(C)CCNC(=O)C1CC(c2cccc(F)c2)=NO1 (centres undefined) | i | i | -10 | i | i | i | i | i | i | i | i
COc1ccc(N2CC(C(=O)Nc3nnc(SCCC4OCCO4)s3)CC2=O)cc1 (centres undefined) | i | i | -10 | i | i | i | i | i | i | i | i
CC(=O)c1cc(C#N)c(NCc2cc(-c3ccccc3)no2)nc1C | i | i | 0 | i | i | i | i | i | i | i | i
CS(=O)(=O)N(CC(=O)Nc1cccnc1)c1ccc2c(c1)OCCO2 | i | i | -6 | i | i | i | i | i | i | i | i
COc1ccccc1NC(=O)/C=C1\NC(=O)CS1 | i | i | -1 | i | i | i | i | i | i | i | i
O=C(NCCc1ccccc1)c1ccccc1C(=O)NCCc1ccccc1 | i | i | -11 | i | i | i | i | i | i | i | i
COc1cccc(/C(O)=C2\C(=O)C(=O)N(c3ccccn3)C2c2ccccc2OC)c1 (centres undefined) | . | i | . | i | . | i | . | . | i | . | i
Cc1cc(/C=N/NC(=O)c2ccccn2)c(C)n1-c1cccc([N+](=O)[O-])c1 | i | i | -3 | i | i | i | i | i | i | i | -9*
Cc1ccccc1CSCC(=O)c1c(N)n(C)c(=O)n(C)c1=O | i | i | -10 | i | i | i | i | i | i | i | i
COc1ccc(CCNC(=O)CCCCCNC(=O)N2CCn3c2nc2ccccc23)cc1OC | i | i | -4 | i | i | i | i | i | i | i | i
CCOC(=O)c1ccc(N2CSC3=C(C#N)C(c4ccc(OC)cc4OC)CC(=O)N3C2)cc1 (centres undefined) | i | i | -11 | i | i | i | i | i | i | i | i
COc1cc2ccccc2cc1C(=O)Nc1nnc(-c2ccncc2)o1 | i | i | -3 | i | i | i | i | i | i | i | i
CCOC(=O)C1=C(N)OC2=C(C(=O)CC(C)(C)C2)C1c1ccoc1 (centres undefined) | i | i | -13 | . | i | i | i | i | i | i | i
Cc1ccc(C(=O)Nc2cccc(C(=O)N3CCOCC3)c2)cc1Cl | i | i | -18 | i | i | i | i | i | i | i | i
Next section:
SMILES | KCNQ1 block | MrgX1 PAM | hERG protect | TMEM16A act | KCNK9 inh | TMEM16A inh | RGS4 block | KCNQ1 pot | MrgX1 agonist | RGS4 pot | KCNK3 block
Cc1ccnc2c(N3C(=O)C4C5C=CC(C5)C4C3=O)cccc12 (centres undefined) | i | i | -8 | i | i | i | i | i | i | i | i
CCOc1ccc(-c2c(C)sc3nc[nH]c(=O)c23)cc1 | i | i | -12 | i | i | i | i | i | i | i | i
Cc1ccc(C(=O)NCC(=O)N2CCCCCC2)cc1 | i | i | -5 | i | i | i | i | i | i | i | i
O=C(CSc1cccc[n+]1[O-])CSc1cccc[n+]1[O-] | i | i | -5 | i | i | i | i | i | i | i | i
CCC(=O)N1CCN(c2ccc(Cl)cc2NC(=O)Cc2ccccc2)CC1 | . | i | . | i | . | i | . | . | i | . | i
